Gli-Sufu antag – Gli-Sufu pathway antagonists, primary screen, luciferase luminescence, Sufu-KO-LIGHT cells, uHTS | Sufu-KO-LIGHT fibroblasts, Gli luciferase reporter luminescence | 340,000 tested, 0.74% active | inhibition, % at 5 µM;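 active = inhibition above about 55%, limit read from the data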;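 also: 0% = DMSO-treated cells and 100% = wells with medium but no cells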
CXCR6 inh – CXCR6 receptor inhibitors, primary screen, cell-based, beta-arrestin, luminescence, CHO-K1 PathHunter, 1536-well | AID 602244, 2012 | C-X-C chemokine receptor type 6 (Homo sapiens), O00574 | 360,000 tested, 0.36% active | inhibition, % at 20 µM; in the data active = inhibition above about 34%, passing the limit was not always enough;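 also: antagonist mode with CXCL16 agonist at 10 nM final; 0% = 10 nM CXCL16 with DMSO and 100% = unstimulated wells without agonist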
Target sequence (O00574 whole entry, looked up): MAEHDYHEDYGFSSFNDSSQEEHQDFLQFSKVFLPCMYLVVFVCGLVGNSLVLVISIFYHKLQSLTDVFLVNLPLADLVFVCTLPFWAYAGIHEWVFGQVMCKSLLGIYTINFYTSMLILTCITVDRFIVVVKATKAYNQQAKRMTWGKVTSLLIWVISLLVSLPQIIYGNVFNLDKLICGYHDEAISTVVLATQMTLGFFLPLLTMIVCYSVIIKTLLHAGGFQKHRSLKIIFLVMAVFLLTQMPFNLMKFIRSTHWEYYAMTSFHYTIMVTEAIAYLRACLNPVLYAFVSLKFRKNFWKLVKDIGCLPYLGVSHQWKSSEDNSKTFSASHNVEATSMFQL
UBC13 inh – UBC13 polyubiquitin chain formation inhibitors, primary screen, biochemical, TR-FRET, uHTS; AID 485273, 2010; 330,000 tested, 0.47% active; inhibition, % at 20 µM; in the data active = inhibition above about 45%, passing the limit was not always enough
APJ agonist – agonists of human apelin receptor APJ, primary screen, CHO-K1 cells, PathHunter beta-arrestin, luminescence. P35414. 0% DMSO wells, 100% apelin. activation, % at 20 µM. 330,000 tested, 0.11% active. AID 2520, 2010;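 active = activation more than six SD over the plate average, tested at 20 µM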;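 also: 0% = DMSO alone and 100% = apelin-13 at 10 nM; some results filed as inactive read as strong as hits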
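Assay system: engineered CHO-K1 APJ arrestin reporter cells; Amount: 1000 CHO-K1 reporter cells seeded per well; Dosing: one dose, 20 µM compound, 1% DMSO; Times: compound stimulation 90 min at 25 °C, detection 60 min; Measured by: luminescent beta-gal fragment complementation, chemiluminescent substrate; Read-out: APJ–arrestin association signal; Controls: DMSO vs Apelin-13 10 nM.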
CCR6 antagonist – CCR6 receptor antagonists, primary screen, cell-based, CHO-K1, luminescence, beta-arrestin, uHTS. AID 493098, 2011. inhibition, % at 20 µM. 340,000 tested, 0.49% active. CHO-K1 CCR6 PathHunter beta-arrestin, CCL20-stimulated. C-C chemokine receptor type 6 (Homo sapiens), P51684;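 active = compounds whose inhibition of the agonist-driven luminescence signal at 20 µM reaches about 50%, limit read from the data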;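 also: cells stimulated with CCL20 at 14 nM final; plate controls were DMSO with CCL20 for no effect and DMSO without agonist for full effect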
ATG4B inhibitor – ATG4B protease inhibitors, primary screen, biochemical, fluorescence, uHTS. Cysteine protease ATG4B (Homo sapiens), Q9Y4P1. ATG4B cleavage of LC3-PLA2, NBD-HPC fluorescence, 1 h. inhibition, % at 8.33 µM. 340,000 tested, 0.51% active. AID 504462, 2011; in the data active = inhibition above about 40%
Target sequence (Q9Y4P1 whole entry, looked up): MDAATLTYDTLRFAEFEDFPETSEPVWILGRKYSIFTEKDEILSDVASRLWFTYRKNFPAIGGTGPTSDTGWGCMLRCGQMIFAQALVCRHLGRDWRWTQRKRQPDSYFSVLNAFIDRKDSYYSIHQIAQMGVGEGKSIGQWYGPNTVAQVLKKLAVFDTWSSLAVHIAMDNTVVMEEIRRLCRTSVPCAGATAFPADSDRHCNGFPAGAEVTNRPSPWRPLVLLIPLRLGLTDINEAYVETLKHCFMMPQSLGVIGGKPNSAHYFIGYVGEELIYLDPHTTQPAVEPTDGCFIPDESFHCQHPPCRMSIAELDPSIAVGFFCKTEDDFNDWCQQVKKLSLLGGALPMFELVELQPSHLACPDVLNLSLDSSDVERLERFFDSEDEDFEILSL
APJ antagonist – antagonists of human apelin receptor APJ, primary screen, CHO-K1 cells, beta-arrestin complementation, luminescence | P35414 | inhibition, % at 20 µM | 330,000 tested, 0.32% active;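 active = inhibition above about 40% at 20 µM, limit read from the data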;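 also: cells challenged with 10 nM apelin-13 agonist together with compound; plate controls were apelin-13 plus DMSO wells for no effect and DMSO wells lacking apelin-13 for full effect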
EBI2 block – EBI2 receptor antagonists, beta-arrestin recruitment, primary screen, cell-based, luminescence, 7a,25-OHC stimulation, uHTS. G-protein coupled receptor 183 (Homo sapiens), P32249. AID 651636, 2012. inhibition, % at 5 µM. 7a,25-OHC stimulated. 360,000 tested, 0.81% active; in the data active = inhibition above about 38%;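 also: enzyme fragment complementation signal reports receptor beta-arrestin coupling in cells; 0% = agonist plus DMSO wells and 100% = wells without agonist; some results beyond the cut were filed as inactive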
Target sequence (P32249 whole entry, looked up, the tested form may be a part): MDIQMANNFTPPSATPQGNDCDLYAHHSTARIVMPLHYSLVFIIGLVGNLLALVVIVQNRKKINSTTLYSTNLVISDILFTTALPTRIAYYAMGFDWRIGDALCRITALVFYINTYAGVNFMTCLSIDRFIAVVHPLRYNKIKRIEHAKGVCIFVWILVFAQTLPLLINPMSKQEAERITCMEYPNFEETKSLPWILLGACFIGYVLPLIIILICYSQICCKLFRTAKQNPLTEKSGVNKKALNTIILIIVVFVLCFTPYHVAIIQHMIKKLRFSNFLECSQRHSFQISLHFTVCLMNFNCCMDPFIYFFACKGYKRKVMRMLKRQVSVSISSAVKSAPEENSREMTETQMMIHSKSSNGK
* hit, by the source's call; x = no result given.

SMILES	Gli-Sufu antag	CXCR6 inh	UBC13 inh	APJ agonist	CCR6 antagonist	ATG4B inhibitor	APJ antagonist	EBI2 block
Clc1ccc(-c2csc(Nc3cccnc3)n2)cc1	-22	-6	9	0	-5	-4	13	22
C=CCNC(=O)CSc1ncc2c(n1)-c1c(csc1SC)CC2	-4	1	11	4	2	-6	-8	-3
CC(C)C(=O)Nc1cccc(C(=O)Nc2nccs2)c1	0	0	-2	1	-22	2	-1	0
Cc1cc(C)n(C(=O)CCC(=O)Nc2ccc(C)c(C)c2)n1	6	1	9	-7	-15	1	3	-6
COc1cc2cc[n+](Cc3ccc([N+](=O)[O-])cc3)cc2cc1OC	2	-8	-1	-2	-7	7	-13	-6
CC(C)(C)NC(=O)C(=O)NNC(=O)c1ccccc1	12	-15	-11	1	-9	3	-5	-4
Cc1n[nH]c(=O)c2c(NC(=O)CSc3nncs3)oc(C)c12	-9	2	-3	-6	2	3	-19	-6
Cc1cccc(-c2noc(CN(C(=O)CCc3ccccc3)C(C)C)n2)c1	-2	13	1	-4	29	24	-1	10
Cc1ccc(-n2nnc(-c3cccnc3)n2)cc1	-91	15	6	4	-1	-11	1	-12
COc1ccc(OC)c(CCNC(=O)CS(=O)(=O)Cc2nc(-c3ccccc3C)oc2C)c1	22	-7	6	-4	8	-10	14	4

Ordered by value in UBC13 inh (descending): three from the list above
smiles	CXCR6 inh	UBC13 inh	CCR6 antagonist	ATG4B inhibitor	APJ antagonist	EBI2 block
C=CCNC(=O)CSc1ncc2c(n1)-c1c(csc1SC)CC2	1	11	2	-6	-8	-3
Cc1cccc(-c2noc(CN(C(=O)CCc3ccccc3)C(C)C)n2)c1	13	1	29	24	-1	10
Cc1n[nH]c(=O)c2c(NC(=O)CSc3nncs3)oc(C)c12	2	-3	2	3	-19	-6

The listing continues.
SMILES	Gli-Sufu antag	CXCR6 inh	UBC13 inh	APJ agonist	CCR6 antagonist	ATG4B inhibitor	APJ antagonist	EBI2 block
COc1ccc(NC(=O)c2cc(-c3cccs3)on2)c(OC)c1	-15	-2	11	3	-8	-5	8	1
CCN1CCN(C(=O)c2ccc3c(=O)n(C4CCCC4)c(=S)[nH]c3c2)CC1	13	3	-4	-2	7	1	16	-4
Cc1ccc(S(=O)(=O)c2cn(Cc3ccc(F)cc3)c3cc4c(cc3c2=O)OCO4)cc1	-4	6	12	8	17	-8	-14	7
O=C(CCCc1c[nH]c2ccccc12)NCC1COc2ccccc2O1 (centres undefined)	-3	7	21	3	4	-14	-19	7
CN1CCN(S(=O)(=O)c2ccc3c(c2)NC(=O)C2CCCN32)CC1 (centres undefined)	4	1	-1	1	2	-3	-14	-6
O=C(NCCN1CCOCC1)C1CCN(S(=O)(=O)N2CCCC2)CC1	2	4	-2	-3	-7	-4	-1	3
COc1cc(/C=C/C(=O)OCC(=O)NCc2ccc(F)cc2)ccc1O	6	0	8	-3	10	-4	2	3
O=C(CSCC(=O)Nc1cccc([N+](=O)[O-])c1)Nc1ccccc1	-11	-4	14	-5	9	-10	4	4
O=C1c2cccc(OCc3ccc(F)cc3)c2CCN1Cc1ccccc1	11	6	13	-3	25	-1	-7	15
COc1cc(OC)c2c(-c3ccccc3)cc(=O)oc2c1C(CCN1CCCC1)c1ccc2c(c1)OCO2 (centres undefined)	8	-3	52*	11	7	4	7	5

An excerpt from above in order of molecular weight, low to high:
SMILES	Gli-Sufu antag	CXCR6 inh	UBC13 inh	APJ agonist	CCR6 antagonist	ATG4B inhibitor	APJ antagonist	EBI2 block
O=C(CSCC(=O)Nc1cccc([N+](=O)[O-])c1)Nc1ccccc1	-11	-4	14	-5	9	-10	4	4
O=C(CCCc1c[nH]c2ccccc12)NCC1COc2ccccc2O1 (centres undefined)	-3	7	21	3	4	-14	-19	7
O=C(NCCN1CCOCC1)C1CCN(S(=O)(=O)N2CCCC2)CC1	2	4	-2	-3	-7	-4	-1	3
CCN1CCN(C(=O)c2ccc3c(=O)n(C4CCCC4)c(=S)[nH]c3c2)CC1	13	3	-4	-2	7	1	16	-4
COc1cc(OC)c2c(-c3ccccc3)cc(=O)oc2c1C(CCN1CCCC1)c1ccc2c(c1)OCO2 (centres undefined)	8	-3	52*	11	7	4	7	5

Next section:
SMILES	Gli-Sufu antag	CXCR6 inh	UBC13 inh	APJ agonist	CCR6 antagonist	ATG4B inhibitor	APJ antagonist	EBI2 block
C=C(C)CNC(=S)N1CCN(C(c2ccccc2)c2ccccc2)CC1	-3	1	-12	-1	5	0	-13	6
CCc1nc(NCCC(C)C)c2nnn(Cc3ccccc3)c2n1	5	-6	6	-3	-6	2	-12	9
CN1C(=S)N(c2ccccc2)C(=O)/C1=C/c1ccco1	-22	0	2	-4	20	-2	10	-7
CCS(=O)(=O)N1CCC(C(=O)NCc2ccc(F)cc2)CC1	-9	-1	4	4	11	-4	-7	-9
COc1cc(NC(=O)CN(C)S(=O)(=O)c2ccc(-c3ccc(=O)[nH]n3)s2)cc(OC)c1	-5	-12	-12	1	18	-18	-8	-5
Cc1ccnc(NC(=O)c2ccc(S(=O)(=O)c3ccccc3)cc2)c1	-16	2	-13	-2	4	5	2	-7
CN(Cc1ccccc1)c1nc2c(c(=O)[nH]c(=O)n2C)n1Cc1ccccc1	5	13	6	-3	15	4	-10	-1
COc1ccc(CNC(=O)c2cnc(C)cn2)c(OC)c1	-2	0	-2	-4	-6	-8	-1	4
CCOC(=O)C1(CCc2ccccc2)CCN(C(=O)[C@@H]2C[C@@H](C)NC(=S)N2)CC1	7	1	4	-2	18	29	-1	-8
COc1ccc(/C=C2\SC(=S)N(CCC(=O)Nc3ccc(C(=O)O)cc3)C2=O)cc1	32	-2	-38	-2	17	-4	17	7
O=C(c1ccc2c(=O)n(Cc3ccccc3)c(=S)[nH]c2c1)N1CCOCC1	-3	8	8	-2	-6	8	27	-2
CCOC(=O)Cc1nnc(Nc2ccc(C)cc2)c2ccccc12	0	5	5	-3	1	-10	-3	2
COc1ccc(NC(=O)CN(C)S(=O)(=O)c2ccccc2)cc1	-11	-3	-2	3	-20	8	4	-5
CCCCn1c(N)c(N(CCOC)C(=O)c2ccc(C)c(S(=O)(=O)N3CCCCC3)c2)c(=O)[nH]c1=O	2	6	4	1	9	10	11	-8
COc1cc(/C=C/C(=O)NC(C)CCc2ccccc2)cc(OC)c1OC (centres undefined)	8	2	13	2	5	-1	2	5
Cc1ccc(NC(=O)c2nc[nH]c2C(=O)N[C@@H](C)c2ccccc2)cc1	12	25	2	-1	7	-10	12	-33
COc1ccc2[nH]c(C)c(CCNC(=S)Nc3cccc(C)c3C)c2c1	4	4	2	-2	15	28	0	14
COc1ccc(CCC(=O)Nc2cccc(S(=O)(=O)N3CCCCCC3)c2)cc1	1	-15	-2	-6	24	-7	-8	0
Cc1cc2ccccc2n2c(SCC(=O)N3CCOCC3)nnc12	2	-3	-10	-2	11	5	-8	-1
CCOc1ccccc1C1NC(=O)NC(C)=C1C(=O)OCc1ccccc1 (centres undefined)	47	-1	5	5	20	-2	-9	-6

Molecules above that contain a nitro group on carbon (two):
SMILES	Gli-Sufu antag	CXCR6 inh	UBC13 inh	APJ agonist	CCR6 antagonist	ATG4B inhibitor	APJ antagonist	EBI2 block
COc1cc2cc[n+](Cc3ccc([N+](=O)[O-])cc3)cc2cc1OC	2	-8	-1	-2	-7	7	-13	-6
O=C(CSCC(=O)Nc1cccc([N+](=O)[O-])c1)Nc1ccccc1	-11	-4	14	-5	9	-10	4	4

The list continues:
SMILES	Gli-Sufu antag	CXCR6 inh	UBC13 inh	APJ agonist	CCR6 antagonist	ATG4B inhibitor	APJ antagonist	EBI2 block
CCOC(=O)N1CCN(C(=O)c2nn(-c3ccc(C)cc3)c(=O)c3c2c2ccccc2n3C)CC1	13	6	6	-1	8	-12	21	7
COc1ccc(CNC(=S)N/N=C(\C)c2ccc(OC)cc2)cc1	-2	9	12	0	11	-14	4	1
COc1cc(S(=O)(=O)N(C)C)ccc1Br	-5	-2	15	-4	1	3	-17	-2
COC(=O)c1sc2ccccc2c1-n1cccc1C(=O)C(=O)Nc1ccc(F)cc1	-1	7	-10	2	23	-4	7	4
Cc1csc(CNc2ncnc3ccc(-c4ccc5c(c4)OCCO5)cc23)c1	-12	4	3	-3	9	28	-8	2
O=C(COC(=O)c1cnccn1)Nc1ncc(C(F)(F)F)cc1Cl	4	3	-10	2	-6	3	7	8
CO/N=C/c1ccc(Oc2ccc(C)cc2)nc1	8	-3	-1	-2	18	4	10	87*
COc1cc(C(=O)NCC(=O)n2nc(C)cc2C)cc(OC)c1OC	2	-7	-5	-6	3	-12	9	0
CC(C)CN(C(=O)COC(=O)CCc1nc2ccccc2s1)c1c(N)n(Cc2ccccc2)c(=O)[nH]c1=O	12	2	3	1	4	0	15	4
CN(C(=O)c1ccncc1)c1ccccc1	4	5	-2	-3	-5	-5	1	-5
Cc1ccc(/C=N/n2c(C)n[nH]c2=S)o1	5	6	-22	-2	6	-13	-1	-6
CCn1c(SCC(=O)N/N=C/c2ccc(O)c(OC)c2)nc2ccccc21	-7	-13	5	-2	19	-3	10	-7
N#C/C(=C\c1cn(CCOc2ccccc2)c2ccccc12)C(=O)NCc1ccco1	-5	8	1	-7	29	6	9	46*
O=C(COC(=O)C1CCCCC1)Nc1ccccc1OC(F)F	0	-23	-2	0	-5	-6	-19	10
COc1ccc(/C=C/C(=O)Nc2cccc(N3CCOCC3)c2)cc1OC	0	-4	-10	2	-4	-10	2	-5
CCN(C(=O)CSc1nccn1C)c1cccc2ccccc12	-5	1	8	-1	-6	-4	-4	0
COc1cc(/C=C2\SC(c3ccc(C)cc3)=NC2=O)cc(OC)c1OC	8	0	-6	5	-6	-30	-9	30
CCCCCC(=O)Nc1ccc2oc(-c3cncc(Br)c3)nc2c1	-52	-2	7	-5	-1	-3	-10	2
C/C=C/c1ccc(OCC(=O)N(C)CC(=O)Nc2ccc(F)cc2)c(OC)c1	-5	3	2	-2	1	-4	9	0
Cn1nc(C(C)(C)C)cc1NC(=O)Nc1cc(Cl)cc(Cl)c1	6	-4	15	2	3	4	-6	8

Full records, quoted from the list. Order of values: Gli-Sufu antag | CXCR6 inh | UBC13 inh | APJ agonist | CCR6 antagonist | ATG4B inhibitor | APJ antagonist | EBI2 block
CN1C(=S)N(c2ccccc2)C(=O)/C1=C/c1ccco1 as listed: -22 | 0 | 2 | -4 | 20 | -2 | 10 | -7
O=C(CCCc1c[nH]c2ccccc12)NCC1COc2ccccc2O1 (centres undefined) as listed: -3 | 7 | 21 | 3 | 4 | -14 | -19 | 7

Other entries
SMILES	Gli-Sufu antag	CXCR6 inh	UBC13 inh	APJ agonist	CCR6 antagonist	ATG4B inhibitor	APJ antagonist	EBI2 block
O=C(CCNC(=O)c1ccco1)NCc1ccccc1	5	-2	3	2	-2	3	10	-4
COc1ccc(NS(=O)(=O)c2ccc(N3CCOCC3)c(NC(=O)/C=C/C(=O)O)c2)cc1	5	4	x	x	0	-5	x	-9
Cc1cc2ncn(CCC(=O)NC(C)(C)C)c2cc1C	3	1	8	-1	15	2	6	0
CCOc1cc(/C=C\c2[nH]c(=O)[nH]c(=O)c2[N+](=O)[O-])ccc1OC(C)CC (centres undefined)	-6	x	-20	-2	20	-2	-15	x
COc1cc(OC)cc(C(=O)Nc2ccccc2C(=O)NCc2cccnc2)c1	-7	-2	3	0	15	-2	-11	4
COc1ccc(C(=O)[C@H]2[C@H]3C(=O)N(c4ccccc4)C(=O)[C@H]3C3C=CC=NN32)cc1 (some centres undefined)	-4	6	-30	-5	-2	-9	-4	7
